High-throughput results deposited in PubChem by National Center for Advancing Translational Sciences (NCATS).
TDP1 inh – blocks human tyrosyl-DNA phosphodiesterase 1. recombinant TDP1, AlphaScreen DNA substrate cleavage. Potency, µM (top dose mostly 130 µM), for the others: at the top dose activity change, negative = inhibition, hits mostly inhibitors. AID 485290. Q9NUW8. 350,000 compounds, 0.28% hits; also: nearly all actives have a fitted effect of over 40% in size
Target sequence (Q9NUW8 whole entry, looked up): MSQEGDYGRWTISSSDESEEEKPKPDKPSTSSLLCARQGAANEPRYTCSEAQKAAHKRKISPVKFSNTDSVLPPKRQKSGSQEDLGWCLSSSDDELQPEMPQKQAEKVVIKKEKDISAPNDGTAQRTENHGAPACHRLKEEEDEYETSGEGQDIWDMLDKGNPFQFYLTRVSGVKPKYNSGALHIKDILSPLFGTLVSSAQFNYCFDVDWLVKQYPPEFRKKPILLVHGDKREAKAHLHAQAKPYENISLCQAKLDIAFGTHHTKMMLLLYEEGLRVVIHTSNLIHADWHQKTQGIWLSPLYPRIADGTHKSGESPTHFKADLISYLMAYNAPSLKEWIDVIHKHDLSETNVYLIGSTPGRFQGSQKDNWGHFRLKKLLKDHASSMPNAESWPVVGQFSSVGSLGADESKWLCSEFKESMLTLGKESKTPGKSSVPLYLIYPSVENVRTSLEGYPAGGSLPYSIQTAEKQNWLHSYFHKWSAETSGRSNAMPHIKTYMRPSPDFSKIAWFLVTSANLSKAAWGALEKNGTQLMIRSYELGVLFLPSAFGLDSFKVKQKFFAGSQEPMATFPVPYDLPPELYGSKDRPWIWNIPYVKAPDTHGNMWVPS
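E. coli-derived human Tdp1, 1 nM final. Cpd preinc 15 min RT; substrate 15 nM final, 5 min RT; AS bead mix 10 ug/ml final, 10 min RT. Signal loss = tyrosine-FITC cleavage. No-enzyme wells = max signal.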
DT40 TDP1 no CPT – qHTS for Inhibitors of human tyrosyl-DNA phosphodiesterase 1 (TDP1): qHTS in cells in absence of CPT; DT40 Tdp1-/- hTDP1 cells, no CPT, ATP luminescence, 48 h; Potency, µM (highest dose often 46.2 µM), for inactives: at the top dose activity change, negative = growth inhibition, usual class: inhibitors; 420,000 compounds, 15% hits; AID 686978, 2013; also: nearly all actives have a fitted effect of over 55% in size
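Seeded 400 DT40-hTDP1 cells/well (vehicle DMSO, no 20 nM CPT); pinned compounds; ≥48 hr at 37 °C; CellTiter-Glo luminescence as viability measure.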
DT40 TDP1 CPT – growth inhibition of DT40 Tdp1-/-;hTDP1 cells with camptothecin (screen for TDP1 inhibitors) | chicken DT40 Tdp1-/-;hTDP1 cells + 20 nM CPT, ATP luminescence, 48 h | Potency, µM (titrated, usually from 46.2 µM), for inactives: at the highest dose activity change, negative = growth inhibition, actives largely listed as inhibitors | 420,000 compounds, 12% hits; also: nearly all actives have a fitted effect of over 55% in size
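Chicken DT40 Tdp1-/- cells stably complemented with human TDP1 were seeded at 400 cells/well in medium containing 20 nM camptothecin, exposed to pin-transferred compounds, and grown at 37 °C for at least 48 hr. Viability was read as ATP luminescence.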
* marks the source's active call; other numbers are inactive results; ? = inconclusive; · = not tested or not shown; & = joins results of further samples; [ ] = another dose, or the depositor's remark. Calls follow the shape of the dose curve; as a rule, active = well fitted curve in the direction sought with a large enough effect; inconclusive = small, poorly fitted or top-dose-only effect, or another doubt; inactive = no such curve, though single readings can be large; an effect the other way counts as inactive or inconclusive. % is scaled to controls: 0 for no effect and ±100 for the full control effect; potency is read from the fitted curve at half-maximal effect.

SMILES | TDP1 inh | DT40 TDP1 no CPT | DT40 TDP1 CPT
CCOC(=O)Cc1csc(NC(=O)CN2C(=O)c3ccccc3S2(=O)=O)n1 | -2% | -5% | -5%
Cc1cc(SCC(=O)N/N=C/c2ccco2)nc2ccccc12 | 3% | -19% | -23%
CC(C)CC(OC(=O)c1nsc(Cl)c1Cl)C(=O)NC1CCCC1 (stereo not given) | -3% | 2% | 1%
Cc1ccc(-c2nc(Nc3ccc(O)cc3)c3ccccc3n2)cc1 | · | 21µM* | ?
COc1ccc(OC)c(CNC(=O)Cn2ncc3c([nH]c4ccc(C)cc43)c2=O)c1 | 1% | -3% | -13%
Cc1ccc(CC2CC(=O)N(CC(=O)O)C2=O)cc1 (stereo not given) | 0% | -6% | -11%
CCOCC(=O)Nc1nc2ccc(OC)cc2s1 | 6% | ? | ?
O=C(c1ccccc1)c1ccc(OCC(O)CNC2CCCc3ccccc32)cc1 (stereo not given) | -3% | ? | 16µM*
CC(C)c1ccc(OCC(=O)Nc2ccncc2)cc1 | · | ? | 1%
O=C(O)CCc1nc(-c2ccccc2)c(-c2ccccc2)o1 | 9%[56.1 µM] | -9%&-20% | -26%&-23%
CCn1c(SCC(=O)NCc2ccc3c(c2)OCO3)nnc1-c1c[nH]c2ccccc12 | -4% | ? | ?
COc1cccc(C2(CC(=O)N3CCN(c4nonc4C)CC3)CC(=O)N(C3CCCC3)C2=O)c1 (stereo not given) | · | ? | ?
CCOc1ccccc1N1CCN(C(=O)CSc2ccc3c(c2)OCCO3)CC1 | 3% | ? | -16%
Cc1cc(C)nc(/N=C2\NC(=O)CC(C(=O)O)N2c2ccc(Cl)cc2Cl)n1 (stereo not given) | 0% | 2% | -8%
CCc1ccc2nc(Nc3ccc(OC)cc3OC)c(C#N)cc2c1 | · | ? | -6%
O=C(Nc1cccc(Cl)c1)OCCOCCOC(=O)Nc1cccc(Cl)c1 | · | 16µM* | ?
CCOC(=O)C1C(C)N=C2SCC(=O)N2C1c1cccc(Br)c1 (stereo not given) | 5% | ? | -6%
O=C(NCc1ccco1)/C(=C\c1ccco1)NC(=O)c1ccco1 | 0% | 1% | -13%
Cc1c(NC(=S)N/N=C/c2cccc(O)c2)c(=O)n(-c2ccccc2)n1C | 5% | -4% | -9%
CC(=O)N1c2ccc(S(=O)(=O)N3CCCC3)cc2CC1C(=O)NC(C)C (stereo not given) | 5% | 1% | -3%
CCN(CC)S(=O)(=O)c1cccc(S(=O)(=O)N2CCCCC2)c1 | -6% | -8% | -6%
O=C(CCCSc1nnc(Nc2ccccc2F)s1)N1CCOCC1 | 3% | ? | -5%
CC(Sc1nnnn1C1CC1)C(=O)N1c2ccccc2NC(=O)C1(C)C (stereo not given) | 0% | -1% | -19%
COc1cc(/C=C/c2c([N+](=O)[O-])c(=O)n(C)c(=O)n2C)cc(OC)c1OC | 6% | ? | ?
Cc1nc(Nc2nc3ccccc3o2)nc(C)c1C | 9% | -69% | -20%
Following part.
SMILES | TDP1 inh | DT40 TDP1 no CPT | DT40 TDP1 CPT
Cc1nc(N)c(C#N)c(-c2ccccc2)c1C | 3% | ? | -5%
COC(=O)[C@@]12CCCCN1[C@H](c1ccc(-c3ccc(C(C)=O)cc3)cc1)[C@H]1C(=O)N(C)C(=O)[C@H]12 | -6% | 15µM* | 12µM*
CC1(C(=O)NS(=O)(=O)c2cccc(Cl)c2)CCN1C(=O)CCc1cccs1 (stereo not given) | · | -20% | -5%
C=CCOc1c(CNn2nnnc2N)cccc1OC | 3% | -11% | -6%
CCc1ccc(S(=O)(=O)c2ccc(-n3nc(C)cc3N)cc2)cc1 | -5% | 0% | 4%
CCC(=O)N1c2ccc(S(=O)(=O)CCC(=O)Nc3ccc(Br)c(C)c3)cc2CC1C (stereo not given) | 12% | 21µM* | 18µM*
O=C(CCNC(=O)c1ccco1)NNC(=O)c1ccc(Br)cc1 | · | -21% | 9%
COc1ccccc1NC(=O)CSc1ccc(-c2ccccn2)nn1 | 1%&3% | ? | ?
O=C(COC(=O)/C=C/c1ccco1)Nc1cccc([N+](=O)[O-])c1 | -7% | -12% | -7%
COc1ccc(Nc2oc(-c3ccc(COc4cccc(C)c4)o3)nc2C#N)cc1 | 3% | ? | ?
O=C(O)c1ccc(/C=N/NC(=O)c2ccc(F)cc2)cc1 | · | -11% | 2%
COc1ccc(NC(=O)C2(C)Cc3c(-c4ccc(C(N)=O)cc4)ccnc3O2)cc1OC (stereo not given) | · | -22% | -1%
COCCN1C(=O)c2oc3ccccc3c(=O)c2C1c1ccc(OC)c(OC)c1 (stereo not given) | 5% | -1% | 1%
Cc1cc(NS(=O)(=O)c2ccc(NC(=O)c3ccccc3F)cc2)nc(C)n1 | -2% | -4% | -3%
COCc1cc(=O)[nH]c2cc(NC(=O)C3CC3)c(C)cc12 | 0% | -5% | 11%
CN(Cc1cccnc1)C(=O)CNC(=O)c1ccc(Cl)cc1Cl | 8% | 1% | 12%
COc1ccc2[nH]cc(C(O)CN3CCC(C(N)=O)CC3)c2c1 (stereo not given) | 5% | -1% | -15%
CCn1c(CNC(=O)c2ccc(OC)cc2)nnc1SCC(=O)Nc1cccc(C)c1C | 3% | -30% | -2%
Cc1c(Cl)cccc1-c1ccc(C(=O)Nc2ccc(F)cc2)o1 | -3%[12.3 µM] | 9.2µM* | 12µM*
O=C(NC1CC1)C1=C[C@H](c2ccc(C(F)(F)F)cc2)C[C@H](OCCCCO)O1 | · | -10% | -8%
Cc1ccn2c(=O)nc(SCC(=O)N3CCCCC3)nc2c1 | · | -9% | ?
CCCNC(=O)Nc1cc(C(=O)NCc2cccc(OCC)c2)ccc1N1CCCC1 | 6% | -4% | -1%
CC(C)CC(C(=O)NC(=O)NCc1ccccc1)N1C(=O)c2ccccc2C1=O (stereo not given) | 6% | -26% | -14%
O=C1c2cccc3c(O)ccc(c23)C(=O)N1Cc1ccco1 | · | -19% | -20%
O=C(COc1ccc(Cl)cc1)Nc1ncccn1 | 0% | -13% | 0%
(cont.)
SMILES | TDP1 inh | DT40 TDP1 no CPT | DT40 TDP1 CPT
CC(C)c1nnc(NC(=O)C2CC(=O)N(CCc3ccc(F)cc3)C2)s1 (stereo not given) | 8% | -1% | 8%
COc1ccc(C(=O)Nc2ccccc2C(=O)Nc2ccccn2)cc1 | · | ? | ?
O=C(NC1CCCC1)C1CC(=O)N(c2ccc(F)cc2)C1 (stereo not given) | 6%[0.0935 µM] | -13% | -2%
COc1ccc(C(=O)NCC2Cc3cccc(-c4cncnc4)c3O2)c(OC)c1OC (stereo not given) | · | ? | -10%[9.04 µM]
CC1CN(C(=O)COC(=O)/C=C/c2cccc([N+](=O)[O-])c2)CC(C)O1 (stereo not given) | 1% | -25% | -19%
CC1CC(C)CN(c2ncnc3c2cnn3Cc2ccc(Cl)cc2)C1 (stereo not given) | 2% | ? | ?
O=C1/C(=C/C=C/c2ccccc2)Oc2c1ccc(O)c2CN1CCN(CCO)CC1 | · | ? | ?
Cc1ccccc1NC(=O)C1CCN(c2cc(-c3ccccc3)nc3ncnn23)CC1 | -3% | 21µM* | 15µM*
CC(C)c1ccc(NC(=O)CSc2nnc(CN3CCOCC3)n2C)cc1 | · | -4% | 1%
COc1cc2c(=O)n(Cc3ccccc3Cl)c(=O)n(CC(=O)Nc3ccc(C)c(C)c3)c2cc1OC | -4%[12.3 µM] | 7.3µM* | 1.8µM*
CCOc1ccccc1NC(=O)c1c(NCc2sccc2C)sc2c1CCC(C)C2 (stereo not given) | 1% | 6.5µM* | 6.5µM*
Cc1ccc(-c2csc3nc4c5ccccc5c(NCCCN(C)C)nn4c(=O)c23)cc1 | -5% | 18µM* | ?
Cc1ccc(C)c(NC(=O)c2cc(S(=O)(=O)N3CCOCC3)cn2C)c1 | · | -24% | 15µM*
COc1ccc(C(C#N)CC(=O)c2ccc(OCc3ccccc3)c(OC)c2)cc1OC (stereo not given) | · | ? | ?
CC1(/[N+]([O-])=C/c2cccc(Cl)c2)CCCCC1=O (stereo not given) | 1% | 4% | -1%
CCNc1nc2c(c(=O)[nH]c(=O)n2C)n1CC(C)C | -3% | -8% | 5%
CCCCc1ccc(NC(=O)c2cc3c(=O)n4ccccc4nc3n2C)cc1 | 1% | ? | ?
COC(=O)C1=CN(Cc2ccc(OC)c(OC)c2)C=C(C(=O)OC)C1c1cccc(F)c1 | · | 18µM* | 16µM*
C/C(=N\Nc1nccnc1Cl)c1c(F)c(F)c(F)c(F)c1F | 5% | 3% | -1%
COc1ccc(-c2nc(CNS(=O)(=O)c3ccc(C)cc3)cs2)cc1 | 3% | ? | ?
CN(C)S(=O)(=O)c1ccc(Cl)c(NC(=O)COC(=O)CCC2CCCCC2)c1 | 0% | 2% | -29%
COc1ccc(C2CC(c3cccc(OC)c3)=NN2c2ccc(S(N)(=O)=O)cc2)cc1 (stereo not given) | · | -86% | ?
CCCc1nnc(NC(=O)CCC(=O)N2CCN(S(=O)(=O)c3ccc(C)cc3)CC2)s1 | · | -26% | -8%
COc1ccc(S(=O)(=O)N[C@@H]2C=C[C@@H](CC(=O)N3CCc4ccccc4C3)O[C@@H]2CO)cc1 | · | ? | ?
O=S(=O)(c1cccc(-c2nnco2)c1)N1CCCC1 | 9% | 3% | -4%

Complete entries, looked up by structure.
O=C(NC1CCCC1)C1CC(=O)N(c2ccc(F)cc2)C1 (stereo not given) across the screens: TDP1 inh = 6%[0.0935 µM]; DT40 TDP1 no CPT = -13%; DT40 TDP1 CPT = -2%
CCOc1ccccc1NC(=O)c1c(NCc2sccc2C)sc2c1CCC(C)C2 (stereo not given) across the screens: TDP1 inh = 1%; DT40 TDP1 no CPT = 6.5µM*; DT40 TDP1 CPT = 6.5µM*
O=C1/C(=C/C=C/c2ccccc2)Oc2c1ccc(O)c2CN1CCN(CCO)CC1 across the screens: TDP1 inh = ·; DT40 TDP1 no CPT = ?; DT40 TDP1 CPT = ?

A draw from above in order of formula weight, low to high.
SMILES | TDP1 inh | DT40 TDP1 no CPT | DT40 TDP1 CPT
O=C(O)c1ccc(/C=N/NC(=O)c2ccc(F)cc2)cc1 | · | -11% | 2%
O=C1c2cccc3c(O)ccc(c23)C(=O)N1Cc1ccco1 | · | -19% | -20%
Cc1ccc(-c2csc3nc4c5ccccc5c(NCCCN(C)C)nn4c(=O)c23)cc1 | -5% | 18µM* | ?

Going on with the list:
SMILES | TDP1 inh | DT40 TDP1 no CPT | DT40 TDP1 CPT
CC1(CC(=O)NNC(=O)Nc2ccccc2)OCCCO1 | 3% | -4% | 2%
CC(=O)c1cccc(NC(=O)c2nc3ccccc3nc2N2CCCCC2)c1 | 9% | ? | ?
COc1ccc(NC(=O)CCNS(=O)(=O)c2ccc3c(c2)c(=O)n(C)c(=O)n3C)c(OC)c1 | 4% | -19% | 17%
O=C(NCc1cccnc1)c1cccc(S(=O)(=O)Nc2ccc(F)cc2)c1 | 1% | ? | ?
CCN(CC)S(=O)(=O)c1ccc2c3c(cccc13)C(=O)S2 | -6% | -14% | -19%
CC(CCC(=O)O)C1CCC2C3CC[C@@H]4CCCC[C@@]4(C)C3CC[C@@]12C (stereo not given in full) | · | -7% | 10%
CCOc1ccccc1N1CCN(C(=O)c2ccccc2OCc2c(C)noc2C)CC1 | 1% | -23% | -21%
CCn1nnc2c(=O)oc3ccccc3c21 | 3% | 10% | 30%[activator]
O=C(CSc1ccc(Cl)cc1)NCc1ccncc1 | -1% | -27% | -1%
O=C(NC(c1ccc2ccccc2n1)c1cccs1)C1CCN(Cc2cccc(C(F)(F)F)c2)CC1 (stereo not given) | · | 10µM* | 7.3µM*

Some of the entries above in a different format.
Sequence of screens: TDP1 inh	DT40 TDP1 no CPT	DT40 TDP1 CPT
CCOC(=O)C1C(C)N=C2SCC(=O)N2C1c1cccc(Br)c1 (stereo not given)
→ 5%	?	-6%
COc1ccc(NC(=O)C2(C)Cc3c(-c4ccc(C(N)=O)cc4)ccnc3O2)cc1OC (stereo not given)
→ ·	-22%	-1%
CC1CC(C)CN(c2ncnc3c2cnn3Cc2ccc(Cl)cc2)C1 (stereo not given)
→ 2%	?	?
